Screening results as filed in PubChem.
OXTR ag – activates the human oxytocin receptor. activation, % at 3 µM. hit rate 0.32% among 320,000. AID 2435. CHO-OTR cells, Fluo-8 calcium fluorescence; normalized: DMSO 0%, oxytocin 100%. P30559;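 active = activation above the mean of all tested compounds plus 3 SD, cutoff set per screening run, cut at about 20% in these data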;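 note: peak over basal fluorescence ratio from a 100 s FLIPR kinetic read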
Target sequence (P30559 whole entry, looked up): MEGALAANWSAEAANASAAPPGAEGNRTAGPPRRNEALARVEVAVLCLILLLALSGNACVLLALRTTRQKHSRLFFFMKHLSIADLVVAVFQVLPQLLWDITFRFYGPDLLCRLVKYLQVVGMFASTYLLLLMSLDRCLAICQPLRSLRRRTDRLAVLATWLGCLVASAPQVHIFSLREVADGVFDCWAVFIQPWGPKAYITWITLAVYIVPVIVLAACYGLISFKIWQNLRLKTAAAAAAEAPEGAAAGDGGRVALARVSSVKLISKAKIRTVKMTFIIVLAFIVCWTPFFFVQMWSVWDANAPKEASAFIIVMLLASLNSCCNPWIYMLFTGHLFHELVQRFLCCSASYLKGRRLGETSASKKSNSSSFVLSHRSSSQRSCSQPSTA
M1 ag – agonists of human M1 muscarinic receptor | P11229 | CHO-K1 hM1, Fluo-8 calcium fluorescence, agonist mode; 0% DMSO, 100% acetylcholine EC100 | activation, % at 3 µM | hit rate 0.33% among 360,000 | AID 588814;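 active = activation above the run's mean compound activation plus 3 SD, cut at about 16% in these data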;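 note: peak over basal fluorescence ratio within a 140 s kinetic read after compound addition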
CHRM1 antagonist – antagonists of human M1 muscarinic receptor; inhibition, % at 3 µM; AID 588852; hit rate 1.3% among 360,000; P11229; CHO-K1 hM1, Fluo-8 calcium fluorescence, ACh EC80 antagonist;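 active = percent inhibition above its own plate's cutoff, namely the mean of that plate's compound wells plus 3 SD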;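 note: peak over basal fluorescence ratio during 140 s after agonist addition; 0% = ACh EC80 plus DMSO and 100% = DMSO alone without agonist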
V1R ag counter – activates human V1a receptor in oxytocin agonist counter-screen; activation, % at 3 µM; hit rate 0.25% among 320,000; CHO-V1R cells, Fluo-8 calcium fluorescence, agonist mode; 0% DMSO, 100% 3 nM vasopressin; P37288; AID 2797;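 active = activation above the mean activation of all tested compounds plus 3 SD, per screening run, cut at about 20% in these data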;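 note: signal is peak over basal fluorescence ratio across a 100 second FLIPR read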
Target sequence (P37288 whole entry, looked up): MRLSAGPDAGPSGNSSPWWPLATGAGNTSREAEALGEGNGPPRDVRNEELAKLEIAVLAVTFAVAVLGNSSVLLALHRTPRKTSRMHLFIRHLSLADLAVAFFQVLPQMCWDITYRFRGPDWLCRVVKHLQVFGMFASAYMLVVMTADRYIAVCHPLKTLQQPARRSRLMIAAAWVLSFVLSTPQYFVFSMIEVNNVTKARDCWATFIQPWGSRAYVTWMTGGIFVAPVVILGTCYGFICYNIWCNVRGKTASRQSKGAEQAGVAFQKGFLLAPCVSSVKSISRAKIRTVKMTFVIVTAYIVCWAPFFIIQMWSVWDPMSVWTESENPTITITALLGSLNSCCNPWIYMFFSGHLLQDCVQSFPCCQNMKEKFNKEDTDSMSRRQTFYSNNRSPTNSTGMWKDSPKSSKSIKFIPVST
CHRM1 PAM – human CHRM1 positive allosteric modulation; CHO-K1 hM1, Fluo-8 calcium fluorescence, ACh EC20; 0% = ACh EC20, 100% = maximal ACh; hit rate 0.088% among 360,000; activation, % at 3 µM; AID 588819; in the data active = activation above about 19%, passing the limit was not always enough
TAAR1 antag – human TAAR1 antagonism. CHO RD-HGA16 TAAR1, Fluo-8 calcium fluorescence, antagonist. hit rate 1.5% among 360,000. Q96RJ0. inhibition, % at 3 µM;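 active = inhibition above a per-plate cutoff, the mean inhibition of test compounds on that plate plus 3 SD, cut at about 49% in these data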;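 note: 0% = DMSO plus EC80 beta-PEA response and 100% = DMSO alone without agonist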
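Test system – hTAAR1-expressing CHO RD-HGA16 cells, Gα16-coupled · Reagent – β-PEA at EC80 concentration, post-compound challenge · Compound dosing – 3 µM, single point · Timing – 140 s kinetic read after compound, 140 s after agonist · Detection – Fluo-8 intracellular calcium dye fluorescence, real-time kinetic reads · Control set – DMSO and EC80 PEA controls · Repeats – n of 1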
TAAR1 agonist – human TAAR1 agonism. CHO RD-HGA16 TAAR1, Fluo-8 calcium fluorescence; vehicle wells 0%, saturating PEA agonist 100%. AID 624467. hit rate 0.99% among 360,000. Q96RJ0. activation, % at 3 µM;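 active = activation above the mean activation of all test compounds in the run plus 3 SD, cut at about 38% in these data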
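test system = CHO RD-HGA16 cells carrying human TAAR1 plus Gα16 | schedule = 17-24 h seeding, 75 min 37 °C dye, 30 min RT | compound dosing = 3 µM single concentration | control set = DMSO and PEA EC100 | replicates = n 1 | signal = Fluo-8 fluorescence, 5 s baseline then 140 s kinetic read | measure = percent activation vs PEA EC100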
OXTR potentiator – human OXTR potentiation | P30559 | CHO-OTR cells, Fluo-8 calcium fluorescence, potentiator mode; 0% = oxytocin EC15, 100% = EC100 | activation, % at 3 µM | hit rate 0.061% among 320,000 | AID 2445;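 active = activation above that plate's cutoff, the mean activation of tested compounds plus 3 SD, cut at about 6.6% in these data, passing the limit was not always enough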;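 note: 100% uses oxytocin at 75 nM as the full agonist control; some results filed as inactive read as strong as hits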
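Assay system: CHO cell line stably expressing human OTR. Reagent: EC15 oxytocin agonist. Dosing: single dose, 3.0 µM nominal final compound concentration. Timing: compound 6 min at room temperature before oxytocin, 100 s read. Signal: kinetic Fluo-8 calcium fluorescence. Controls: oxytocin EC15 low and EC100 high.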
CHO parental Ca – counter-screen for OX1R antagonists: effect in parental CHO cells; hit rate 0.63% among 330,000; AID 463079; inhibition, % at 5.6 µM; parental CHO-K1, ATP-induced calcium, Fluo-8 fluorescence;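 active = inhibition above that plate's mean sample inhibition plus 3 SD, cut at about 26% in these data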;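 note: 0% = ATP-challenged DMSO wells and 100% = DMSO wells without ATP; some compounds past the cut are filed as inactive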
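Test system: parental CHO cells; detection: calcium-sensitive Fluo-8 fluorescence; evaluation: percent inhibition of calcium signal; also added: ATP as calcium-mobilizing challenge; repeats: one well per compound; control set: ATP-challenged DMSO wells low, unchallenged DMSO wells high; compound: single nominal dose of 5.6 µM per compound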
Starred values were filed as active, the others as inactive; · = no result given.

SMILES	OXTR ag	M1 ag	CHRM1 antagonist	V1R ag counter	CHRM1 PAM	TAAR1 antag	TAAR1 agonist	OXTR potentiator	CHO parental Ca
CC(C)[C@H](NC(=O)N1CC(=O)Nc2ccccc21)C(=O)N[C@H](Cc1c[nH]c2ccccc12)C(=O)O	-0.4	-3	-1	0.5	5	-11	4	-2	-1
CCOC(=O)c1c(-c2ccc(C)o2)csc1NC(=O)CN(C)CC(=O)Nc1ccc(C)cc1	0.0	-7	-1	-0.7	4	18	-1	0	-36
N[C@@H](Cc1ccccc1)C(=O)N1CCC(C(=O)N[C@@H](Cc2c[nH]c3ccccc23)C(=O)O)CC1	1.8	-1	-8	0.0	11	-10	0	-9	-7
O=C(COC(=O)c1ncc(Cl)c(Cl)c1Cl)c1ccc(Cl)s1	-2.6	-9	4	-1.3	-8	-18	-1	0	-20
O=C(COC(=O)C1=COCCO1)Nc1ccc(Br)cc1Br	0.6	-4	11	1.1	-1	-13	11	-11	-16
CCOc1ccc(NC(=O)CSc2nnc(C3CC3)n2C)cc1S(=O)(=O)N1CCCCC1	-1.0	-6	-7	-0.5	10	-3	5	-9	5
COc1ccc(-c2cc(C(F)(F)F)nc(S(=O)(=O)CCCC(=O)Nc3cc(C)on3)n2)cc1OC	·	-6	10	·	-3	-16	-1	·	·
O=C(OCc1c(-c2ccccc2)ncc2ccccc12)c1ccc(C(F)(F)F)cc1	-0.1	3	1	-0.8	6	-6	4	7	-13
COc1ccc(-n2cc3c(-c4cccc(Br)c4)nnc(C)c3n2)cc1	-1.9	-9	1	-1.5	-1	5	0	-10	-18
O=C(CCC(=O)c1ccccc1)Nc1ccccc1OC(F)F	-0.8	6	-4	0.8	7	-2	1	-12	1
C=CCn1c(Cc2cccs2)nnc1SC/C=C/c1ccccc1	-1.5	-9	-10	-0.6	9	15	3	-7	-16
c1coc(-c2cnc3ccccc3n2)c1	·	-5	-14	·	10	-7	3	·	·
c1ccc(C2CCC(N3CCN(c4ccccc4)CC3)CC2)cc1 (stereo not drawn)	-2.8	-10	-3	-1.6	-11	·	·	-6	-20
COc1ccc(-n2c(C)cc(-c3csc(NC(=O)c4ccc(S(=O)(=O)N(C)C)cc4)n3)c2C)cc1	0.1	-6	-5	1.0	6	-4	0	-6	3
COc1ccc(-c2ccc(CN3C(CC(C)C)C(=O)N(Cc4cn(CC5CCCCC5)nn4)CCS3(=O)=O)cc2)cn1 (stereo not drawn)	·	-1	-6	·	0	-9	4	·	·
O=C(NCc1ccccc1)N1CCC(CO)(Cc2cccc(F)c2)CC1	0.6	-1	-10	0.1	10	-16	3	1	2
Cc1ccc(N2CCN(CC3CC=CCC3)CC2)cc1 (stereo not drawn)	-1.0	-3	-10	-0.8	1	-13	14	0	-10
Cc1ccccc1CN1CCSc2sccc2C1=O	-2.0	-4	1	-1.3	4	-7	1	-3	-16
CN(CC(=O)Nc1ccc(S(=O)(=O)N2CCCC2)cc1)Cc1ccc(Cl)c(Cl)c1	1.2	-10	35*	3.6	-27	16	0	-11	-12
O=C(NCCN1CCCCC1)c1cc2ccccc2[nH]1	0.0	-5	0	1.4	-1	-2	1	-5	-17
COc1ccccc1OCc1ccc(C(=O)NN)cc1	-1.3	-3	-18	0.2	-2	27	5	-9	4
NC(=O)c1ccsc1NC(=O)CSc1nncs1	·	0	-8	·	4	-13	9	·	·
Cc1ccc(CNC(=O)c2cccc3c2C(=O)c2ccc(N4CCCCC4)cc2S3(=O)=O)cc1	14	10	22	22*	-17	71*	47*	-5	10
COc1ccc(S(=O)(=O)N2CCCOC2CNC(=O)C(=O)NCc2ccco2)cc1 (stereo not drawn)	0.0	-4	-9	0.2	7	2	1	-6	-15
COc1ccc(N(CC(=O)O)S(=O)(=O)c2ccc(OC)c(OC)c2)cc1	-0.2	-2	-3	0.5	6	-2	2	-18	-13

Copied from the list:
For M1 ag, `COc1ccccc1OCc1ccc(C(=O)NN)cc1` is listed with -3
For CHRM1 PAM, `N[C@@H](Cc1ccccc1)C(=O)N1CCC(C(=O)N[C@@H](Cc2c[nH]c3ccccc23)C(=O)O)CC1` is listed with 11

Continued:
SMILES	OXTR ag	M1 ag	CHRM1 antagonist	V1R ag counter	CHRM1 PAM	TAAR1 antag	TAAR1 agonist	OXTR potentiator	CHO parental Ca
CNC(=O)NC(=O)C(OC(=O)c1cccc(S(=O)(=O)N2CCCCC2)c1)c1ccccc1 (stereo not drawn)	-0.6	0	-14	-0.3	8	-12	18	-14	-8
O=C(CSc1nc2ccccc2c(=O)n1C1CC1)NCc1ccccc1	-0.9	-2	-1	-1.1	2	-15	12	7	-17
COc1ccc(NS(=O)(=O)c2cc(C)ccc2C)cc1	-1.2	-6	-7	0.9	1	-3	4	-12	-20
COc1ccc(S(=O)(=O)N2CCCC(C(=O)N3CCN(c4ccccc4)CC3)C2)cc1Cl (stereo not drawn)	0.4	-1	6	7.8	-6	35	4	-10	-18
COc1ccccc1CNC(=O)CN1C(=O)NC2(CCOc3ccccc32)C1=O (stereo not drawn)	0.3	-6	5	0.9	0	-1	-2	-5	-11
O=[N+]([O-])c1ccc(CN2CC(N3CCCC3)CS2(=O)=O)cc1 (stereo not drawn)	·	-4	0	·	0	-3	0	·	·
O=C(COC(=O)CNC(=O)c1ccccc1)NCCNC(=O)COC(=O)CNC(=O)c1ccccc1	0.5	0	-11	0.3	12	-17	1	-1	-10
CCCS(=O)(=O)NC(=O)C1(C)CCCN(C(=O)c2cc(F)cc(F)c2)C1 (stereo not drawn)	·	-2	-10	·	4	-4	2	·	·
O=C(COC(=O)c1ccc([N+](=O)[O-])o1)NCc1ccc2c(c1)OCO2	1.6	-4	-4	0.2	2	-3	1	-4	-2
C[C@H](NC(=O)c1ccccc1Cl)C(=O)OCc1cn2cc(Cl)ccc2n1	-0.8	-7	14	-0.9	-2	-7	-1	3	-11
O=C(NCC1CCCO1)c1coc2nc3ccccc3nc12 (stereo not drawn)	-0.2	-3	-4	-0.9	5	-9	0	-20	-15
C#CCN1C(=O)C(O)(CC(=O)c2ccc(OC)c(OC)c2)c2ccccc21 (stereo not drawn)	0.0	0	6	0.7	5	8	3	-6	-6
COc1ccc(-n2nc3c(c2NC(=O)C2CC2)CS(=O)C3)cc1 (stereo not drawn)	-0.3	-1	-35	8.0	8	3	13	-9	7
Cc1ccccc1CSCCNC(=O)CN(c1ccc2c(c1)OCO2)S(C)(=O)=O	2.4	-5	-2	3.3	4	4	9	-2	-13
Cc1nn(-c2ccccc2)cc1/C=N/NC(=O)c1cccs1	-1.4	-1	-23	-0.4	12	11	1	0	-3
CCC(=O)Nc1ccc(NC(=O)c2c(C)nc3ccccn23)cc1	1.5	-1	14	-0.1	-2	-11	3	-4	3
COn1c2c(c3c4no[n+]([O-])c4ccc31)CCCC2	-0.5	-3	-23	0.5	-1	-9	-2	1	-11
COc1ccc(C2NC(=O)NC(O)(C(F)(F)F)C2C(=O)c2ccccc2)cc1OC (stereo not drawn)	0.7	-1	-37	-1.1	3	-19	0	-2	-15
O=C(CNc1ccccc1Cl)Nc1cc(S(=O)(=O)N2CCOCC2)ccc1Cl	1.6	-2	-1	6.8	6	17	12	-11	-16
CCOc1cc(C)nc(N2CCC(C(=O)NC3CC3)CC2)n1	·	-2	-7	·	16	3	1	·	·
[O-][n+]1onc2c3ccnnc3ccc21	0.1	8	-31	2.4	2	10	8	-10	-9
CCOC(=O)C1(Cc2ccc(OC)cc2)CCN(C(=O)C2=CCCC2)CC1	-2.8	-6	-2	-1.2	5	10	0	-1	-17
Cc1ccc(S(=O)(=O)/N=C2/C=C(C3C(=O)CC(C)(C)CC3=O)C(=O)c3ccccc32)cc1	0.4	0	13	0.4	3	8	10	-3	-12
COc1ccc(N(CC(=O)Nc2cccnc2)S(=O)(=O)c2ccc(C)cc2)cc1Cl	1.6	0	-6	1.0	0	20	0	-11	-11
Cc1noc(C)c1NC(=O)Nc1ccc2c(c1)C(=O)N([C@H](C)CO)C[C@H](C)[C@@H](CN(C)S(=O)(=O)c1ccc(Cl)cc1)OCCCC[C@@H](C)O2	·	-4	-19	·	10	-18	0	·	·

New compounds follow
SMILES	OXTR ag	M1 ag	CHRM1 antagonist	V1R ag counter	CHRM1 PAM	TAAR1 antag	TAAR1 agonist	OXTR potentiator	CHO parental Ca
O=P(O)(CCc1ccncc1)CN1CCCCC1	0.1	-1	6	3.4	-1	5	3	3	-1
Cc1c(C(=O)Nc2ccccc2)cn2c(nc3ccccc32)c1C#N	-0.1	-4	-10	0.3	10	-15	10	-5	-14
CCN1CCN(C(=O)c2ccc3c(Cl)c4c(nc3c2)CCCC4)CC1	-0.2	-14	5	1.2	-15	-14	2	2	-35
Cc1cc(Br)c2c(c1)C1(OCCO1)C(=O)N2	-2.4	-6	1	-0.1	4	-4	-2	-9	-19
CCSc1nnc(NC(=O)NC(CC)(C(F)(F)F)C(F)(F)F)s1	9.1	1	7	11	-2	6	8	-25	79*
COc1cccc(-n2c(N)c(-c3nc4ccccc4[nH]3)sc2=S)c1	-0.1	-3	16	0.8	-6	2	7	-8	-19
CCCCC(C(=O)N/N=C/c1ccccn1)C(=O)N/N=C/c1ccccn1	-1.4	-4	-15	5.4	10	-11	2	-5	-14
COc1cc(NC(=S)N2CCN(S(=O)(=O)c3ccc(F)cc3)CC2)cc(OC)c1	·	-3	-12	·	5	12	3	·	·
S=c1[nH]nc(-c2ccc(Cl)cc2)n1Cc1ccccc1	-2.6	-14	26	-1.9	-33	-15	1	-3	-8
COC(=O)C(Cc1ccccc1)NC(=O)CSc1nc(N)cc(=O)[nH]1 (stereo not drawn)	0.6	-3	-14	1.3	4	7	11	5	4
O=C(COc1ccccc1)c1cn(CC(=O)N2CCOCC2)c2ccccc12	1.8	-2	-10	0.8	8	-10	3	-17	-15
Cc1cc(C)nc(N2CCC(C(=O)O)CC2)n1	0.8	0	-5	1.3	14	4	0	-5	7
COc1ccc(S(=O)(=O)NCC(=O)N(CC(=O)NCc2ccco2)Cc2ccccc2)cc1	0.8	-6	1	0.2	1	-19	1	-3	-12
Cc1cccc(OCCCC(=O)Nc2ccc(N(C)C)cc2)c1	1.1	-5	-8	4.7	5	-5	2	-7	-13
